Source: PubChem BioAssay
NPR1 activator = GC-A stimulated cGMP production enhancers – HEK293 GC-A cells, cGMP TR-FRET, EC30 ANP, primary screen; Atrial natriuretic peptide receptor 1 (Homo sapiens), P16066; 0% at EC30 ANP, 100% saturating ANP; activation, % at 10 µM; 370,000 tested, 0.14% active; AID 1671463, 2021; in the data active means activation above about 40%
ssDAF12 agonist = S. stercoralis DAF-12 nuclear receptor activators, primary screen, cell-based, luminescence, HEK293, GRIP1 co-expression, lit1-tk-luc; Nuclear hormone receptor DAF-12 (Strongyloides stercoralis); HEK293 ssDAF-12/GRIP1 lit1-tk-luc reporter; % of 3 µM dafachronic acid response; activation, % at 6.8 µM; 370,000 tested, 1% active; AID 652126, 2013;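 active means activation above the mean over all tested compounds plus 3 SD, cut at about 0.9% in these data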;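 further: 0% = DMSO-only wells and 100% = 3 µM delta7-dafachronic acid wells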
DAX1 inh-1 = DAX1 (NR0B1) inhibitors, primary screen, cell-based, HEK293, Gal4-DAX1, luciferase luminescence; Nuclear receptor subfamily 0 group B member 1 (Homo sapiens), P51843; AID 504766, 2011; HEK293 Gal4-DAX1 luciferase reporter; 340,000 tested, 0.99% active; inhibition, % at 6.75 µM;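 active means inhibition above the mean over all tested compounds plus 3 SD, cut at about 4.2% in these data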;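 further: 0% = DAX1-transfected cells with DMSO and 100% = empty-vector control cells with DMSO; inhibition shows as a rise in luminescence from relieved DAX1 repression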
hgDAF12 agonist = H. glycines DAF-12 receptor agonists, primary screen, cell-based, luminescence, HEK293, GAL4 fusion, UAS-luciferase; HEK293 GAL4-hgDAF12 UAS-luciferase reporter, agonist luminescence; normalized to butyrate control; 370,000 tested, 1.8% active; Nuclear hormone receptor DAF-12 (Heterodera glycines), GAL4 fusion; activation, % at 6.8 µM;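 active means activation above a cutoff set at the mean of all screened compounds plus 3 SD, cut at about 10% in these data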;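 further: 0% = DMSO wells and 100% = sodium butyrate wells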
DAX1 inh-2 = DAX1 (NR0B1) inhibitors on StAR promoter, primary screen, cell-based, luminescence, SF-1 (NR5A1), full-length DAX-1; inhibition, % at 6.8 µM; HEK293T StAR-luciferase reporter, SF-1/DAX-1 repression relief; 370,000 tested, 1.1% active; AID 652010, 2013;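 active means inhibition above the mean over all tested compounds plus 3 SD, cut at about 3.6% in these data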;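 further: 0% = DAX-1 cells with DMSO and 100% = cells lacking DAX-1 with DMSO; higher inhibition means more luminescence from relief of DAX-1 repression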
hcDAF-12 act = H. contortus DAF-12 nuclear receptor activators, primary screen, cell-based, luminescence, HEK293, lit1-tk-luc reporter; HEK293 hcDAF-12 lit1-tk-luc reporter; 0% DMSO, 100% Δ7-dafachronic acid; activation, % at 6.8 µM; 370,000 tested, 1.4% active;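 active means activation above the mean of all tested compounds plus 3 SD, cut at about 5.5% in these data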;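 further: 100% = response to 3 µM Δ7-dafachronic acid high control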
ADAM10 inh = human ADAM10 inhibitors, primary screen, biochemical, QFRET, HTS; Disintegrin and metalloproteinase domain-containing protein 10 (Homo sapiens), O14672; recombinant ADAM10, EDANS/DABCYL FRET peptide cleavage, 3 h; inhibition, % at 7 µM; 370,000 tested, 0.62% active;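 active means inhibition above a per-campaign cutoff equal to the mean of compounds falling between control-based bounds plus 3 SD, cut at about 20% in these data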;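 further: 0% = DMSO wells while the 100% control is not disclosed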
Target sequence (O14672 214-748 limits assumed): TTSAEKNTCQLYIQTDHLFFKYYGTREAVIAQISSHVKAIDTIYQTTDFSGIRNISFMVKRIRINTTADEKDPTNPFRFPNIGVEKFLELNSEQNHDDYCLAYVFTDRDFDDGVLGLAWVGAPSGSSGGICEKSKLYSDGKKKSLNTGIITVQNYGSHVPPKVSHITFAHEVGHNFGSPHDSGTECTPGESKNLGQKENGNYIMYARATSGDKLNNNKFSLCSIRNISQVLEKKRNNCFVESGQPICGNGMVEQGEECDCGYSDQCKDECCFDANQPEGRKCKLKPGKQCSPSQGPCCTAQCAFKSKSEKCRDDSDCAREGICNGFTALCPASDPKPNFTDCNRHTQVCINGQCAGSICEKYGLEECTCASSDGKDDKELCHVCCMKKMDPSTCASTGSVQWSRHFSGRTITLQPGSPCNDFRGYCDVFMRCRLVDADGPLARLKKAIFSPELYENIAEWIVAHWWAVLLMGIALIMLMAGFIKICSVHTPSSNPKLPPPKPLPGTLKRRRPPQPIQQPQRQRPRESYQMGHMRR
FXN GAA850 act = FXN promoter activators, primary screen, cell-based, luciferase luminescence, HEK293 lucGAA850; HEK293 lucGAA850 FXN promoter luciferase reporter, 24 h; percent of 10 µM SAHA response; activation, % at 6 µM; 360,000 tested, 0.56% active;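 active means activation above the average of all compounds screened plus 3 SD, cutoff fixed separately per campaign, cut at about 7.5% in these data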;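 further: 0% = DMSO wells and 100% = 10 µM SAHA wells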
HGIII-sPLA2 inh = human group III sPLA2 inhibitors, primary screen, biochemical, QFRET, BODIPY PC-A2 liposome substrate | inhibition, % at 12.2 µM | QFRET BODIPY PC-A2 liposome hydrolysis, fluorescence | 370,000 tested, 0.56% active | Group 3 secretory phospholipase A2 (Homo sapiens), Q9NZ20 | AID 743126, 2013;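 active means inhibition above mean plus 3 SD of compounds lying within the high and low control bounds, cut at about 19% in these data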;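 further: 0% = median of test compound wells and 100% = no enzyme DMSO wells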
Target sequence (Q9NZ20 whole entry, looked up): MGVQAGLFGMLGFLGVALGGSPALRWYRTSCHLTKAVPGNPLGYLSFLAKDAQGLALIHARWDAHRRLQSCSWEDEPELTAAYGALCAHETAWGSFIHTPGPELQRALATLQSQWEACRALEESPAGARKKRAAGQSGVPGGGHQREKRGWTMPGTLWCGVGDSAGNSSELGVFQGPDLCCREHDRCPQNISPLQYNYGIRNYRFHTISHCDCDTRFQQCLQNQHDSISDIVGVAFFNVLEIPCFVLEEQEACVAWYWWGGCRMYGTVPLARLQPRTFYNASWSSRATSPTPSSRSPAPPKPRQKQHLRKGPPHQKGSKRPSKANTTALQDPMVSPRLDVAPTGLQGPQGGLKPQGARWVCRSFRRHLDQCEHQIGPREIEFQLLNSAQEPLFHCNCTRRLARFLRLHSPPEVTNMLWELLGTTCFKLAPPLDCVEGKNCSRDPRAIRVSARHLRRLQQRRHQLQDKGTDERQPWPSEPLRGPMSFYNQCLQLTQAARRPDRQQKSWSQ
NPR2 activator = human GC-B receptor activators, primary screen, HEK293 GC-B cells, cGMP TR-FRET, EC30 CNP; Atrial natriuretic peptide receptor 2 (Homo sapiens), P20594; 0% at EC30 CNP, 100% saturating CNP; activation, % at 10 µM; 370,000 tested, 0.11% active; AID 1920062, 2024;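 active means activation at 10 µM reaching about 35% in either raw or pattern-adjusted values, limit read from the data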
SMARCA2 act = SMARCA2 (BRM) function activators, primary screen, cell-based, luminescence, high throughput | MG213 cells, MMTV-luciferase reporter, dexamethasone, overnight | activation, % at 9.1 µM | 370,000 tested, 1% active; in the data active means activation above about 7.8%;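 further: 0% = vehicle wells and 100% = reference activator wells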
* marks the source's active call; other numbers are inactive results; nt = no result given. Random draw from the library; overall some 6.6% were active at least once.

SMILES	NPR1 activator	ssDAF12 agonist	DAX1 inh-1	hgDAF12 agonist	DAX1 inh-2	hcDAF-12 act	ADAM10 inh	FXN GAA850 act	HGIII-sPLA2 inh	NPR2 activator	SMARCA2 act
Cc1nc2ccccc2c2nc(NC(=O)C(F)(F)F)nn12	0	-1.4	0.3	1.5	-0.9	0.2	-10	4.3	6	4	2
COc1ccc(N/N=C(/C)c2cnnc(-c3ccccc3)n2)cc1	3	-0.8	0.6	1.1	-0.3	0.6	-5	-0.6	18	0	-3
Cc1cccc(N(C(=O)Cn2nnc(-c3ccc(C)o3)n2)C(C(=O)NC2CCCC2)c2ccncc2)c1 (centres undefined)	-10	-0.6	1.2	1.3	0.2	0.7	10	-0.8	2	-10	-2
C=C(C)CSc1nc2sc3c(c2c(=O)n1-c1ccc(C)cc1)CCN(C)C3	14	0.1	-0.9	1.1	-0.6	0.5	-117	1.6	6	3	-1
COc1cc(OC)c(C2=NOC(C(=O)NCc3cccnc3)C2)cc1Cl (centres undefined)	0	-1.3	1.6	-0.3	-1.2	-0.9	-2	-1.7	1	-8	-1
CCCCc1noc(-c2c(-c3ccccc3Cl)noc2C)n1	1	-1.9	-0.4	-1.5	0.6	-1.1	4	1.4	3	-4	2
Cc1cccc(OCC(=O)N(Cc2ccc(F)cc2)C2CCS(=O)(=O)C2)c1C (centres undefined)	-8	-0.7	-0.7	0.2	0.4	-0.7	0	1.6	-5	0	-2
NC(=O)C1CCN(C(=O)N2c3ccccc3Sc3ccccc32)CC1	-12	-1.4	-0.6	-0.8	0.2	-1.6	-1	-1.2	2	-8	-2
CCCC(C)c1nnc(NC(=O)C2CC(=O)N(c3ccc(OCC)cc3)C2)s1 (centres undefined)	0	-1.4	-0.3	0.7	0.6	-0.3	-7	-0.9	-2	0	-2
O=C(CCC1CCCCC1)NC1CCCCC1	2	-0.8	-0.2	-1.9	2.2	-0.1	-23	1.1	13	-1	0
Cc1cc(OCC(=O)N2CCN(c3ccccn3)CC2)cc(C)c1Br	-1	-1.0	0.1	-1.9	-0.8	-1.1	0	0.6	-6	-6	1
CCOC(=O)C(Cc1c[nH]c2ccc([N+](=O)[O-])cc12)(NC(C)=O)C(=O)OCC	2	-2.0	1.4	-2.6	-2.3	0.1	5	-0.3	-6	-2	0

Reprinted at random: 3 compounds from above, in no set order.
SMILES	NPR1 activator	ssDAF12 agonist	DAX1 inh-1	hgDAF12 agonist	DAX1 inh-2	hcDAF-12 act	ADAM10 inh	FXN GAA850 act	HGIII-sPLA2 inh	NPR2 activator	SMARCA2 act
CCCCc1noc(-c2c(-c3ccccc3Cl)noc2C)n1	1	-1.9	-0.4	-1.5	0.6	-1.1	4	1.4	3	-4	2
NC(=O)C1CCN(C(=O)N2c3ccccc3Sc3ccccc32)CC1	-12	-1.4	-0.6	-0.8	0.2	-1.6	-1	-1.2	2	-8	-2
O=C(CCC1CCCCC1)NC1CCCCC1	2	-0.8	-0.2	-1.9	2.2	-0.1	-23	1.1	13	-1	0

More results.
SMILES	NPR1 activator	ssDAF12 agonist	DAX1 inh-1	hgDAF12 agonist	DAX1 inh-2	hcDAF-12 act	ADAM10 inh	FXN GAA850 act	HGIII-sPLA2 inh	NPR2 activator	SMARCA2 act
CCN1CNC(=S)N(c2cc(C)ccc2C)C1	1	-1.2	-0.4	-0.1	-0.9	-0.3	-5	-1.3	7	5	-3
CCOC(=O)c1c(NC(=O)CSc2nc3c(c(=O)n(C)c(=O)n3C)n2CC)sc(C)c1C	-1	-1.3	0.0	-0.1	-1.0	0.9	8	1.3	2	2	2
O=C(COC(=O)COc1ccc2c(c1)CCC2)Nc1ccccc1C(F)(F)F	-2	-0.4	0.1	-0.3	-0.5	0.5	-5	-1.1	1	-5	-2
COc1ccc(CNC(=O)[C@@H](NC(=O)C2CCN(S(=O)(=O)c3ccc(C)cc3)CC2)C(C)C)cc1OC	4	-0.3	-0.5	1.9	0.3	0.9	-1	0.2	-8	1	0
COc1ccccc1/C=C/C(=O)NC(=S)Nc1ccc(S(=O)(=O)N(C)c2ccccc2)cc1	2	-0.1	1.5	-1.5	0.4	1.8	15	2.2	-3	2	1
COc1ccc(S(=O)(=O)N(C)C[C@H]2Oc3ccc(NC(=O)Nc4ccccc4)cc3C(=O)N([C@H](C)CO)C[C@@H]2C)cc1	1	-0.9	0.4	-0.8	-0.1	-0.2	15	-2.2	-44	-2	2
CN(C)S(=O)(=O)c1cccc(NC(=S)Nc2ccc(Cl)cc2Cl)c1	4	-1.6	-0.9	5.4	-0.4	-0.9	-1	0.8	0	6	-1
CCc1ccccc1NC(=O)C1CC(c2ccc(F)cc2)=NO1 (centres undefined)	7	-1.1	0.1	-1.2	-0.7	-1.6	-2	-0.4	1	1	-3
CCC(C)(C)n1nnnc1CN1CCc2ccccc21	-3	0.2	0.4	1.8	0.4	4.2	-7	-1.7	-5	5	-3
CCn1c(Oc2cccc(Br)c2)nc2c1c(=O)n(C)c(=O)n2C	6	-1.1	1.4	-1.4	0.0	-2.1	17	2.6	5	0	5
CC(=O)c1cccc(NC(=O)c2cc(=O)[nH]c3ccc(S(=O)(=O)N4CCOCC4)cc23)c1	2	-1.3	0.2	-1.5	0.3	0.4	-7	1.5	-6	2	5
Nc1nc(CN2CCOCC2)cs1	-3	-1.0	0.9	3.7	-0.1	-0.6	-9	0.7	2	2	-1
CC(=O)c1ccc(OC2(C)CCN(Cc3ccc(C)cc3)C2)cc1 (centres undefined)	-1	-1.2	nt	-3.5	-0.4	0.8	-3	1.4	10	2	-2
NC(=O)C1CCN(CC(=O)Nc2ccccc2Sc2ccc(Cl)cc2)CC1	-6	-0.6	-1.0	-6.6	-0.3	-1.2	-5	4.5	8	-7	-1
Cc1cc2nc3c(nc2cc1C)C1(C(=O)O)CCC3(C)C1(C)C (centres undefined)	4	0.0	-0.3	1.5	0.2	1.5	1	0.3	5	4	-1
CCOc1cccc(CNc2nnnn2C)c1	4	-1.2	1.4	-2.7	-0.3	-1.2	-6	-1.6	2	1	-3
CCc1ccc(C2=NN(S(C)(=O)=O)C(c3cccs3)C2)cc1 (centres undefined)	4	2.6*	1.2	15*	2.7	12*	-1	2.2	-13	-3	4
COc1ccc(O)c(/C=N/Nc2nc3ccccc3[nH]2)c1	-9	-0.6	0.8	-3.0	-1.3	-0.3	-10	0.8	10	-5	-6
CN(c1ccccc1)S(=O)(=O)c1cccc(C(=O)NCCc2ccc(O)c(O)c2)c1	3	-1.3	-1.2	-2.9	-0.4	-1.2	-3	5.2	3	-1	-5
CCN(CC)CCOC(=O)c1ccc(NC(=O)COc2cc(=O)n(CC)c3ccccc23)cc1	0	-1.0	-0.3	1.2	0.7	0.2	-2	2.9	-8	2	-1
CC(CCc1ccccc1)NCC(O)c1ccc(O)c(C(N)=O)c1 (centres undefined)	-2	-1.4	-0.1	-2.8	1.2	-2.7	-314	-2.1	2	1	2
CCCCSCCCNC(=S)Nc1ccccc1C	-1	-2.0	0.3	-0.1	-0.5	-0.4	12	1.3	11	5	-3
COc1ccc(NC(=O)c2nc[nH]c2C(=O)N2CCN(C(=O)OC(C)(C)C)CC2)cc1	-3	-1.6	-0.6	0.8	0.5	-1.2	2	2.1	-17	-1	-1
NC(=O)NC(=O)COC(=O)c1ccccc1OCc1ccc(F)cc1	-1	-0.9	2.5	-1.7	0.3	-1.0	9	1.5	5	-5	1
O=C(NC1CCCC1)C(c1ccccc1)N(C(=O)c1ccno1)c1cccnc1 (centres undefined)	0	-1.1	0.1	-0.6	-1.3	-1.0	2	-1.9	6	0	-3
COC(=O)C1=C(C)N(Cc2ccccc2)C(=NCC(C)C)N[C@H]1c1cccc(F)c1	-18	-1.4	0.1	-0.3	-0.4	-1.8	6	-9.2	-3	-25	-1
Cn1c(=O)c2c(-c3ccc(C(C)(C)C)cc3)n(CC3CCCO3)cc2n(C)c1=O (centres undefined)	-4	-1.0	1.6	0.9	0.9	-0.9	1	3.4	-4	-1	4
CCOC(=O)c1c(NC(=O)CN2C(=O)NC3(CCCCC3C)C2=O)sc(C)c1C (centres undefined)	0	-1.3	-0.7	-2.1	0.3	-1.8	12	-0.4	-5	0	-2
COc1cc2c(cc1OC)CN(CC(=O)NC(=O)NCc1ccccc1)CC2	-1	-1.6	0.6	2.5	-0.4	-2.6	-77	-0.9	-3	0	-4
CCC(C(=O)NCc1ccco1)N(C(=O)CNS(=O)(=O)c1ccc(C)cc1)c1ccccc1OC (centres undefined)	-3	-1.2	-0.2	2.6	-0.5	-0.7	-1	-0.1	-11	-4	-1
Cc1ccccc1OCC(O)Cn1nnc2ccccc21 (centres undefined)	-3	-1.0	1.6	4.2	1.2	-0.2	-5	2.3	-7	1	2
Cc1cccc(OCC2CCCN(Cc3nc(C4CC4)no3)C2)c1 (centres undefined)	-3	-1.0	0.2	1.9	-0.1	-0.7	-2	0.3	-2	-1	-2
O=C(O)c1ccccc1S(=O)(=O)NCC(O)COC1CCCCC1 (centres undefined)	-4	-1.6	1.6	-0.3	-0.2	-0.1	-3	0.9	3	8	-2
COc1cccc(C2=CC(c3cccc(OC)c3OC)n3nnnc3N2)c1 (centres undefined)	7	-1.0	-0.8	1.4	-1.8	-1.3	-21	-1.9	-21	0	1
O=C(NCc1ccccc1Cl)C1(S(=O)(=O)c2ccc(Cl)cc2)CC1	-9	-0.8	-0.4	0.9	0.0	-1.5	2	3.6	-4	-8	-1
CCCOc1ccc(C(=O)NCCc2ccccc2)cc1	2	-0.1	0.3	19*	5.5*	7.0*	7	2.5	-2	9	2
CCCCCSc1nncc(=O)[nH]1	0	-0.8	-0.2	-1.2	0.1	-1.4	-6	1.6	-5	4	-5
O=C(CN(C(=O)CCC(=O)Nc1ccccn1)C1CCCC1)NCc1ccc(F)cc1	0	-1.1	0.3	0.4	0.3	-0.2	-3	0.3	4	0	0
CCc1c(C)c(C#N)c2nc3ccccc3n2c1N(C)C	2	-1.2	-0.2	-1.2	0.2	-2.3	-6	0.7	-4	-3	0
O=C(NNC(=S)Nc1ccccc1)Nc1ccccc1	3	0.1	1.2	7.5	1.9	3.1	-11	7.7*	5	-1	6
Cc1cc(S(=O)(=O)N2CCCOC2CNC(=O)C(=O)NCCCN2CCOCC2)ccc1F (centres undefined)	2	-0.1	0.1	-3.1	-1.1	2.5	0	0.7	-3	-2	-1
